# Screening data deposited in PubChem BioAssay by National Center for Advancing Translational Sciences (NCATS).
# FEN1 inh = human FEN1 inhibition | Recombinant FEN1 flap cleavage, fluorescence, 15 min | AID 588795 | Potency, µM (highest dose often 114 µM), for inactives: top-dose activity change, negative = inhibition, usual class: inhibitors | 0.35% of 390,000 active; also: nearly all actives have a fitted effect of over 65% in size
# Target sequence (P39748 whole entry, looked up): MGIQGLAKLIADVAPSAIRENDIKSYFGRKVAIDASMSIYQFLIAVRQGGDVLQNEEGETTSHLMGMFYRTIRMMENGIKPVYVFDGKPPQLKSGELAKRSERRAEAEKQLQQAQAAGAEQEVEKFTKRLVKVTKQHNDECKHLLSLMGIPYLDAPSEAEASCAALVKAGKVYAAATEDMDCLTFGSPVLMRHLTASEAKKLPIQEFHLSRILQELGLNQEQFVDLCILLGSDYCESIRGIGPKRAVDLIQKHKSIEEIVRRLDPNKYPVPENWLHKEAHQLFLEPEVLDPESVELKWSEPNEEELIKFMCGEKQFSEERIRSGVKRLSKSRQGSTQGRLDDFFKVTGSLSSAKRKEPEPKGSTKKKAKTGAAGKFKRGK
#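 Steps: FEN1 (10 nM) dispensed; compound added by pin tool; 15 min at room temperature; substrate added to 50 nM final; reads at 0 min and 15 min; data normalized and fitted (four-parameter Hill).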
# N370S GC mod = N370S glucocerebrosidase modulation, Gaucher chaperone candidate. N370S GC spleen homogenate, 4MU-glucoside fluorescence. P04062. 0.092% of 330,000 active. Potency, µM (top dose mostly 59.4 µM), for the others: at the top dose activity change, negative = inhibition, most hits filed as inhibitors. AID 2101;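 also: 0% = full enzyme activity and -100% = no enzyme basal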
# DT40 TDP1 CPT = growth inhibition of DT40 Tdp1-/-;hTDP1 cells with camptothecin (screen for TDP1 inhibitors). chicken DT40 Tdp1-/-;hTDP1 cells + 20 nM CPT, ATP luminescence, 48 h. Potency, µM (titrated, usually from 46.2 µM), for inactives: at the top dose activity change, negative = growth inhibition, most hits filed as inhibitors. 12% of 420,000 active; also: nearly all actives have a fitted effect of over 55% in size
#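 Chicken DT40 Tdp1-/- cells complemented with human TDP1, 400 cells/well, exposed to compounds plus 20 nM camptothecin for at least 48 h at 37 C; viability read as ATP content by CellTiter-Glo luminescence.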
# An asterisk follows results filed as active; ? = inconclusive; nt = no result given; & = joins results of further samples; [ ] = remark or other dose. Calls follow the shape of the dose curve; as a rule, active = well fitted curve in the direction sought with a large enough effect; inconclusive = small, poorly fitted or top-dose-only effect, or another doubt; inactive = no such curve, though single readings can be large; an effect the other way counts as inactive or inconclusive. Unless noted, % is scaled to controls: 0 for no effect and ±100 for the full control effect; potency is read from the fitted curve at half-maximal effect. These rows are one share of the data; the hit share may differ from the screen's.
canonical_smiles | DT40 TDP1 CPT | FEN1 inh | N370S GC mod
CCCCCCCCCCCCCCCC(=O)N[C@H](CN1CCOCC1)[C@H](O)c1ccccc1 | -19%[4.12 µM] | nt | -21%&-3%
NC(=O)c1ccccc1NC(=O)CCCc1ccccc1 | ? | -9% | 1%
C[C@@H](C(=O)O)c1ccc(-c2ccccc2)c(F)c1 | 5% | nt | -7%
CC(=O)/C(=N/Nc1ccc(C)cc1)Sc1nnc(CCc2ccccc2)n1-c1ccccc1 | ? | -5% | -5%
Cc1ccc(-n2ncc(C(=O)NCc3ccccn3)c2C2CCN(C(=O)OC(C)(C)C)CC2)c(C)c1 | ? | 19% | nt
CCNC(=O)NC(=O)C(C)OC(=O)CCCSc1nc2ccccc2s1 (stereo unspecified) | -18% | -3% | 13%
CCOc1ccc(C2=C(C(=O)CC)Sc3nncn3N2C(=O)CC)cc1 | 16µM* | -18% | nt
CCCc1[nH]n(-c2ccc(F)cc2)c(=O)c1C=Nc1cccc(F)c1 | 6.5µM* | -3% | -21%
Cc1ccc(S(=O)(=O)n2ccc3c2CCCC3=O)cc1 | ? | 9% | -15%
COc1cccc(-c2cc3c(-n4cccc4)ncnc3o2)c1 | -17% | -19% | 10%
Cc1cccc(Cn2cnc3c(N)c(C)c(C)cc32)c1 | -21% | -19% | 8%
CCN(CC)S(=O)(=O)c1ccc2c(c1)nc(CCC(=O)Nc1ccc(N3CCOCC3)cc1)n2C | 6% | -1% | -8%
Cc1cc(OCc2cc3c(cc2Cl)OCO3)c2c(C)cc(=O)oc2c1 | -29% | -4% | 13%
COC(=O)c1cc(CNC(=O)c2ccc(N3CCCC3)c([N+](=O)[O-])c2)ccc1OC | 1% | -3% | 3%
CCOc1cc2c(cc1C=O)OC(C)C2 (stereo unspecified) | 0% | -14% | -2%
O=C(OCc1c(-c2ccccc2)ncc2ccccc12)N1CCOCC1 | ? | -1% | nt
CCC1CN(C(=O)N2CCC(C(=O)NCCCc3ccccc3)CC2)c2ccccc2O1 (stereo unspecified) | 16µM* | -1% | nt
CCC(C)(C)NC(=O)Cn1c(-c2ccc(C)cc2)noc1=O | 5% | 0% | 10%
O=C(C[C@H]1C/C=C\C[C@H](NC(=O)OCC2c3ccccc3-c3ccccc32)C(=O)OC[C@H](Cc2ccccc2)NC1=O)N[C@H](CO)Cc1ccccc1 | 5.2µM* | -4% | nt
COc1ccc(-c2cc(C(=O)Nc3ccccc3SC)no2)cc1 | 2% | 8% | 2%
Cc1cccc(Cn2c(C(=O)OC(C)C)cc3c2ccn3C)c1 | -17% | -3% | 22%
CSc1ncccc1C(=O)OCC(=O)NC(=O)NCCC(C)C | -14% | -10% | 5%
Cc1sc2ncnc(SCC(=O)NC(C)(C)C)c2c1C | 3% | -3% | -8%
CCCN(CCC)C(=O)COc1cc(=O)n(CC)c2ccccc12 | ? | -3% | 2%
c1ccc(CCn2nnnc2C(c2cccnc2)N2CCOCC2)cc1 (stereo unspecified) | -16% | 1% | 2%

canonical_smiles | DT40 TDP1 CPT | FEN1 inh | N370S GC mod
O=C1CSc2ccccc2N1Cc1ccc(F)cc1 | ? | 9% | 13%
COC(C[C@@H](O)CC(=O)[C@@H](C)OCc1ccccc1)OC | 17% | -10% | -4%
COc1ccc(-c2nnc(SCc3nnc(-c4ccccc4)o3)n2C)cc1OC | -10% | -13% | 0%
CCNC(=O)C1CC(=O)N(Cc2ccc(F)cc2)C(=Nc2ccc(OC)cc2)S1 (stereo unspecified) | -24% | -4% | -3%
COC(=O)CSc1nnc(CNC(=O)c2ccc(OC)c(OC)c2)n1C | 24% | 2% | -8%
Cc1ccccc1C(=O)Nc1ccnn1C1CCN(Cc2cccnc2)CC1 | 0% | 10% | -2%
O=C(c1ccccc1F)N(Cc1ccccc1)C1CCS(=O)(=O)C1 (stereo unspecified) | -32% | 2% | 7%
Cc1cc(=O)oc(C)c1C(=O)NCc1ccc(F)cc1 | -11% | -2% | 0%
Cn1c(Cc2cccs2)nnc1SCC(=O)Nc1ccc(C(N)=O)cc1 | 5% | -1% | -14%
COc1cc(-c2nc3ccccn3c2/N=C/c2cccc(F)c2)ccc1O | -6% | -20% | -25%
NC(=O)c1cccnc1OCC(F)(F)F | 8% | 6% | 13%
CSc1cc(-c2ccc(Cl)cc2)c(C(=O)NC(C)C)s1 | 9.2µM* | -2% | -7%
COC(=O)CC1(C(=O)OC)Oc2ccc(Br)cc2C(=O)N1c1cc(Cl)cc(Cl)c1 (stereo unspecified) | ? | -15% | -1%
C=CCNC(=O)c1onc(CSc2cccc(OCC)c2)c1C(=O)O | -2% | -11% | 12%
CC1CCCN(CCCNC(=O)CN2C(=O)CSc3ccc(S(=O)(=O)N4CCOCC4)cc32)C1 (stereo unspecified) | -12%&-4% | 20%&15% | -2%
CC(=O)c1ccc(N2CCN(S(=O)(=O)c3ccc4c(c3)CC(=O)N4)CC2)cc1 | -19% | 2% | -12%
O=C(COc1ccc(S(=O)(=O)N2CCCC2)cc1Cl)N1CCN(c2ccccc2)CC1 | ? | -17% | -2%
Cc1cc(/N=C/C=C2\N(C)c3ccccc3C2(C)C)n(CCC#N)n1 | 5.8µM* | 2% | -9%
CCOC(=O)c1ccc([N+](=O)[O-])cc1NC(C)=O | 12% | 4% | 3%
Cc1ccc(N2C(=O)CSC23C(=O)N(CC(=O)NC2CCCCC2)c2ccccc23)cc1 (stereo unspecified) | -17% | -5% | nt
CCc1ccccc1N(CC(=O)N1CCCCC1)S(=O)(=O)c1ccccc1 | ? | 3% | -4%
COc1cc2c(cc1OC)C(c1ccsc1)CC(=O)N2 (stereo unspecified) | 2% | -9% | 3%
Cc1cccc(N(CC(=O)N2CCOCC2)S(C)(=O)=O)c1C | 1% | 4% | 4%
O=C1NCCc2c1[nH]c1ccc([N+](=O)[O-])cc21 | -15% | 2% | -1%
NC(=O)CC1Nc2cccc3cccc(c23)NC1=O (stereo unspecified) | 17% | -10% | 5%

canonical_smiles | DT40 TDP1 CPT | FEN1 inh | N370S GC mod
Cc1ccc(S(=O)(=O)N(C)c2ccc(C(=O)NCC(c3cccs3)N3CCOCC3)cc2)cc1 (stereo unspecified) | 21µM* | -2% | -20%
COC(=O)CN(C(=S)Nc1ccc(F)cc1)C1CC(=O)N(c2ccccc2)C1=O (stereo unspecified) | -16% | -11% | -3%
COc1ccc(NC(=S)Nc2cc(C)cc(C)n2)cc1OC | -1% | -5% | ?
CSc1nc(Cl)c(Cc2ccc(OCC(C)C)cc2)c(N2CCOCC2)n1 | ? | -13% | -15%
COc1ccc2sc(-c3ccc(N(C)C)cc3)c(C#CCO)c2c1 | ? | ? | nt
COc1ccc(-c2n[nH]c(C)c2-c2cnn(-c3ccccc3)c2)c(O)c1 | 5% | -20% | ?
Cc1cccc(N2CCN(C(c3ccccc3)c3nnnn3C(C)(C)C)CC2)c1C (stereo unspecified) | ? | -23% | 2%
O=C(NCC(c1ccco1)N1CCCCC1)c1ccc([N+](=O)[O-])s1 (stereo unspecified) | 18µM* | 6% | nt
COc1cccc(C(=O)N2C(C(=O)O)CSC2c2ccccc2Cl)c1 (stereo unspecified) | -3% | 0% | 20%
CCCSc1nnc(Cn2c(=O)sc3ccccc32)n1-c1ccccc1 | ? | 17% | 18%
COc1ccccc1/C=N/NC(=O)c1ccc(=O)n(C)c1 | -1% | 6% | -3%
Cn1ccnc1SCC(=O)Nc1ccc(SC(F)F)cc1 | -24% | -3% | nt
COc1ccc(/C=C/C(=O)NCCC(=O)N2CCCN(C)CC2)cc1 | -14% | -2% | -1%
Cn1c(=O)n(C)c2cc(N3CCCCC3)c(NC(=O)c3c(F)cccc3F)cc21 | 13µM* | -24% | nt
O=C(c1ccco1)N1CCN(C(c2coc3ccc(Cl)cc3c2=O)c2nnnn2C2CCCC2)CC1 (stereo unspecified) | ? | -6% | nt
O=C(O)CCC(=O)Nc1nc2nc(-c3ccccc3)cc(-c3ccccc3)n2n1 | 9% | 2% | -18%
CCN(CC)C(=O)[C@H]1CC(CC(=O)NCCN2CCOCC2)C(=O)N2CCc3c([nH]c4ccccc34)[C@]12C (stereo partly specified) | -4% | 2% | nt
O=c1c(-c2ccc(F)cc2)nc2cnc(N3CCOCC3)nc2n1Cc1cccs1 | -24% | nt | 24%
CC(NS(=O)(=O)c1ccc(Cl)cc1)C(=O)OCC(=O)Nc1ccc(N(C)C)cc1 (stereo unspecified) | ? | -1% | -1%
CC(C)(C)c1csc(N/N=C/c2ccc(O)cc2)n1 | ? | -18% | -8%
COc1ccc(CN2CC(=O)N(c3ccc(C)cc3C)C2=S)cc1OC | ? | -10% | -22%
COc1ccc(CCNC(=O)CSc2cc(=O)[nH]c(N)n2)cc1OC | 34%[activator] | 10% | 3%
CC(C)Sc1snnc1-c1ccccc1 | -7% | 6% | 5%
CC(=O)Nc1nc(C2CC2)cc(-c2ccccc2)c1C#N | 3% | 3% | -7%
Cc1nnc(SCC(=O)NNC(=O)COc2ccc(Cl)cc2)s1 | 7% | 0% | 1%

# In the list so far, these contain a COOH group:
canonical_smiles | DT40 TDP1 CPT | FEN1 inh | N370S GC mod
C[C@@H](C(=O)O)c1ccc(-c2ccccc2)c(F)c1 | 5% | nt | -7%
C=CCNC(=O)c1onc(CSc2cccc(OCC)c2)c1C(=O)O | -2% | -11% | 12%
COc1cccc(C(=O)N2C(C(=O)O)CSC2c2ccccc2Cl)c1 (stereo unspecified) | -3% | 0% | 20%
O=C(O)CCC(=O)Nc1nc2nc(-c3ccccc3)cc(-c3ccccc3)n2n1 | 9% | 2% | -18%

# Profiles, looked up by structure. Order of screens: DT40 TDP1 CPT, FEN1 inh, N370S GC mod
# CC(=O)Nc1nc(C2CC2)cc(-c2ccccc2)c1C#N is entered as 3%, 3%, -7%
# Cn1ccnc1SCC(=O)Nc1ccc(SC(F)F)cc1 is entered as -24%, -3%, nt

# (more compounds)
canonical_smiles | DT40 TDP1 CPT | FEN1 inh | N370S GC mod
CCOC(=O)C1CCN(S(=O)(=O)c2cc(-c3onc(C)c3C)ccc2OC)CC1 | ? | 8% | nt
N#Cc1ccc(C(=O)CN2CCN(c3ccccc3)CC2)cc1 | 0% | -1% | -13%
C=CCN1CCN(C(=O)c2ccc3c(c2)OCO3)CC1 | -11% | -1% | 1%
S=C(Nc1ccccc1)Nc1ccccc1Br | 3% | 1% | 4%
O=C(CSc1ccc(-c2ccccn2)nn1)Nc1cccc(F)c1 | ? | -6% | 26%
CC(C)CCNC(=O)CN1C(=O)CSc2ccc(S(=O)(=O)N3CCCCC3)cc21 | ? | -9% | nt
Cc1cccc(C)c1NC(=O)NC1(C(=O)NCC2CCCO2)CCCCC1 (stereo unspecified) | 6% | 17% | -13%
CCc1ccc(N2C(=O)CN(Cc3ccccc3)C2=S)cc1 | 7% | -14% | -2%
O=C(COc1ccccc1)Nc1nnc(S(=O)(=O)Nc2ccccc2)s1 | -5%&6% | 14%&21% | 0%
O=C(CCS(=O)(=O)c1cc(Br)cc2c1N(C(=O)C1CC1)CC2)NCc1ccccc1Cl | 1% | 2% | nt
COc1ccc(/C=C/C(=O)NCC(=O)N/N=C/c2cc(Br)ccc2OC)cc1 | 2% | 9% | -28%[12.8 µM]
O=C(NC1CC2CCCC(C1)N2C(=S)Nc1ccccc1Cl)C1CC1 (stereo unspecified) | 5% | 4% | 4%
CCc1cccc(C)c1NC(=O)C1CCCN(S(C)(=O)=O)C1 (stereo unspecified) | 6% | -2% | 0%
CCOC(=O)CCCCCC(=O)Nc1ccc2c(c1)CC(=O)N([C@@H](C)CO)C[C@H](C)[C@@H](CN(C)Cc1ccccc1)O2 | 18µM* | 3% | nt
CCc1nc2sc3c(c2c(=O)o1)CCCC3 | -6% | -3% | 1%
CCCN(CCC)c1nc(N)c(C#N)c(CC#N)c1C#N | 15µM* | -15% | 15%
COc1ccc(Cl)cc1S(=O)(=O)N1CCN=C1c1ccccc1 | -27% | 0% | -3%
CC1(c2ccc3ccccc3c2)CCC(=O)O1 (stereo unspecified) | 8% | -8% | nt
COC(=O)c1sccc1N/N=C/c1cccc(Oc2ccccc2)c1 | ? | -2% | -3%
CSc1nc2n(n1)C(c1cccc(F)c1)C(C(=O)Nc1ccc(C)cc1C)=C(C)N2 (stereo unspecified) | -3% | 3% | -4%
CC1(C)Cc2cccc(OCC(=O)N3CCN(S(=O)(=O)c4ccccc4)CC3)c2O1 | ? | 1% | 13%
C=C1CCN([C@@H](Cc2ccccc2)C(=O)NCc2ccc(Cl)c(Cl)c2)S(=O)(=O)c2ccccc21 | ? | 12% | nt
Cc1ccc2nc(SCC(=O)NC3CCCC3)nc(=O)n2c1 | -2% | 6% | -2%
COc1cc(Cl)c(C)cc1NC(=O)c1nn(-c2ccc(C)cc2)c(=O)n(C)c1=O | -18% | 25% | nt
Cc1c(Cl)cccc1NC(=O)C1CCN(c2ncnc3c2nc2n3CCCCC2)CC1 | ? | 15% | nt
CCOc1ccc(/C(C)=N/NC(=O)c2nnn(-c3nonc3N)c2-c2cccs2)cc1 | 7% | -10% | 4%
